GAA glycogen mod – GAA glycogen-cleavage inhibition or activation; 0.38% of 300,000 active; Potency, µM (top dose mostly 76.4 µM), for the others: at the highest dose activity change, negative = inhibition, most hits filed as inhibitors; recombinant GAA, glycogen substrate, Amplex Red glucose oxidase fluorescence;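 note: 0% = full enzyme reaction and -100% = no-enzyme basal signal; the screen sought inhibitors and activators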
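Recombinant human alpha-glucosidase (4 nM final) hydrolysed bovine liver glycogen (30 ug) for 40 min at 37 C in pH 5.0 citrate/phosphate with 0.01% Tween-20. Released glucose detected by glucose oxidase/Amplex Red, Ex 573/Em 610 nm. Compounds up to 77 uM; AC50 from Hill fits.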
TRb-SRC2 inh – TRbeta-SRC2 interaction inhibition | P10828 | TRbeta-SRC2 peptide binding, fluorescence polarization; receptor liganded with 1 µM T3 | 0.065% of 280,000 active | Potency, µM (top dose mostly 106 µM), for inactives: top-dose activity change, negative = inhibition, most hits filed as inhibitors;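 note: plate controls were bound peptide for no effect and peptide without receptor for full effect; nearly all actives have a fitted effect of over 50% in size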
Target sequence (P10828 whole entry, looked up): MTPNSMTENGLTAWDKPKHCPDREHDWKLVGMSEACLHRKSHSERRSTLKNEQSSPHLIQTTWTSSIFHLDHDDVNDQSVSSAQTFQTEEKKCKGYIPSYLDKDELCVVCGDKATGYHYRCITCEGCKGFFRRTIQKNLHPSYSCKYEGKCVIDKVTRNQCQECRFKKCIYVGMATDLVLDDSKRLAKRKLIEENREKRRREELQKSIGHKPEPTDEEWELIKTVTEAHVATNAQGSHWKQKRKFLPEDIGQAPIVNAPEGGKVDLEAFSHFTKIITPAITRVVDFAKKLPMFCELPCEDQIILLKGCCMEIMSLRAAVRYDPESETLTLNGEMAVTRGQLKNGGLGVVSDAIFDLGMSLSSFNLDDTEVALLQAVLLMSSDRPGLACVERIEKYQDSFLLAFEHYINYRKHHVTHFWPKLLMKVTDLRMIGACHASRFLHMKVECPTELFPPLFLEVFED
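Each compound concentration gave % activity, normalized to unbound and bound Texas Red SRC2 controls, from polarization read after 5 hr ambient incubation with T3-loaded human TRb LBD.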
TexasRed fluor – Texas Red fluorescence interference in TRb-SRC2 counter-screen | 0.29% of 280,000 active | TRb/SRC2 Texas Red total fluorescence interference | Potency, µM (titrated, usually from 106 µM), inactives show at the highest dose fluorescence change, negative = quenching; active = well fitted curve in either direction with a large enough effect; inconclusive = small, poorly fitted or top-dose-only effect
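Human TRb ligand-binding domain at 0.6 uM with 20 nM Texas Red SRC2 peptide in Tris buffer containing 1 uM T3 and 5% DMSO, incubated with compound 5 h at ambient temperature. Total fluorescence (555/632 nm) calculated as parallel + 2 × perpendicular.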
Numbers without * were called inactive; ? = inconclusive; & = joins results of further samples; [ ] = remark or other dose. Unless noted, calls come from the whole dose curve; as a rule, active = well fitted curve in the direction sought with a large enough effect; inconclusive = small, poorly fitted or top-dose-only effect, or another doubt; inactive = no such curve, though single readings can be large; an effect the other way counts as inactive or inconclusive. Unless noted, % is set by controls: 0 for no effect and ±100 for the full control effect; potency is the fitted concentration of half-maximal effect. An excerpt. The share of hits here may be higher or lower than overall.

SMILES,GAA glycogen mod,TRb-SRC2 inh,TexasRed fluor
Cc1cc(N2CCN(c3cccc(C)c3C)CC2)n2cnnc2n1,-18%[76.3 µM],-8%,0%
c1csc(C2=NC(c3ccncc3)=Nc3ccccc3N2)c1,-5%[76.3 µM],-7%,0%
CCC1CN(C(=O)Nc2cc(Cl)ccc2C(=O)OC)c2ccccc2S1 (stereo unspecified),-9%[76.3 µM],-18%,?
O=C(CSc1oc(-c2ccco2)nc1S(=O)(=O)c1ccc(Cl)cc1)c1ccc(Cl)cc1,-59%[76.3 µM],4%,1%
COc1ccc(C(=O)NCC(c2cccnc2)N2CCc3ccccc32)cc1 (stereo unspecified),6%[76.3 µM],3%,-22%
COc1ccc(Cl)cc1NC(=O)c1cc(S(=O)(=O)N2CCc3ccccc32)cn1C,-8%[76.3 µM],-8%,-6%
O=C(Nc1ccc(Br)cc1)C1CCN(c2ncccn2)CC1,15%[76.3 µM],6%,-1%
CC(C)c1ccc(NC(=O)Cn2cc(S(=O)(=O)N3CCN(c4ccccc4F)CC3)c3ccccc3c2=O)cc1,-6%[76.3 µM],-4%,-1%
COc1cc(-c2nc3sccn3c2Nc2c(C)cccc2C)ccc1O,-18%[76.3 µM],-5%,0.004µM*[quencher]
CCOc1ccccc1CNC(=O)Cn1ncn2nc(-c3cccs3)cc2c1=O,4%[76.3 µM],2%,0%
Cc1ccccc1-c1nc(CS(=O)(=O)CC(=O)Nc2c(C)cccc2C)c(C)o1,-3%[76.3 µM],0%,1%
Cc1cccc(NC(=O)c2cnn(-c3ccccc3)c2-n2cccc2)c1C,-19%[76.3 µM],4%,-3%
CCCCN(CC)CCCNC(=O)Cn1nc(CC)n2c(cc3sccc32)c1=O,-1%[76.3 µM],-7%,-2%
COc1ccc(C(=O)c2oc3ccccc3c2NC(=O)c2ccc(F)cc2)cc1,-4%[76.3 µM],1%,1%
COc1ccc(CNc2oc(-c3ccc(COc4ccccc4C)o3)nc2C#N)cc1,?,0%,-18%
COc1cccc(NC(=O)Nc2ccc3snnc3c2)c1,12%[76.3 µM],-1%,-1%
COc1cc(C2NC(=O)N(C)C3=C2C(=O)N(c2cccc(Cl)c2)C3)ccc1O (stereo unspecified),-24%[76.3 µM],0%,1%
CC(C)COc1ccc(Nc2ncnc3ccc(Br)cc23)cc1,18%[76.3 µM],8%,-2%
Cc1ccc(C)c(OCCSc2nc3ccccc3n2CC(=O)N2CCOCC2)c1,-10%[76.3 µM],-6%,-2%
O=C(NCCCc1nc2ccccc2n1Cc1ccccc1F)c1ccco1,-2%[76.3 µM],0%,-4%
Cc1ccccc1N1CC(c2nc3ccccc3n2CCC2CCCCC2)CC1=O (stereo unspecified),15%[76.3 µM],1%,0%
COc1cccc(CNC(=O)Cn2ncc3c4ccccc4n(Cc4ccccc4)c3c2=O)c1,15%[76.3 µM],-2%,1%
CCc1ccc(C(=O)c2cn(CC(=O)Nc3ccc4c(c3)OCO4)c3ccc(F)cc3c2=O)cc1,-7%[76.3 µM],3%,-1%
CCOc1ccc(-c2nc(-c3ccccc3)c(-c3ccccc3)[nH]2)cc1OCC,-5%[76.3 µM],-5%,5%
COc1cccc(C(=O)NC(=O)Nc2ccc(-c3cc(C(F)(F)F)nn3-c3ccccc3)cc2)c1,11%[76.3 µM],2%,-18%
COc1ccc(Br)cc1CNC(=O)CCCn1c(=O)c2cccn2c2ccccc21,13%[76.3 µM],2%,-26%
CCOC(=O)c1cccc(NC(=O)C2CCN(S(=O)(=O)c3ccc4c(c3)oc(=O)n4C)CC2)c1,-28%[76.3 µM],1%,-5%
CC(c1ccccc1)n1cc2c(c1-c1ccccc1Br)c(=O)n(C)c(=O)n2C (stereo unspecified),12%[76.3 µM],-2%,1%
O=S(=O)(c1ccc2nc(N3CCN(c4ccccc4)CC3)ccc2c1)N1CCCCC1,-2%[76.3 µM],1%,0%
CCOC(=O)c1ccccc1NC(=O)CCc1c(C)nc2c(c1C)c(=O)n(C)c(=O)n2C,3%[76.3 µM],-5%,-2%
CCN(CC)S(=O)(=O)c1ccc(NC(=O)NCc2noc3ccc(C)cc23)cc1,-27%[76.3 µM],1%,0%
Cc1ccc(OCC(=O)N(Cc2ccco2)Cc2ccco2)cc1C,5%[76.3 µM],-8%,-1%
CC(=O)c1sc2c(c1C)c(=O)n(-c1ccc(Cl)cc1)c(=O)n2Cc1ccc(Cl)cc1,8%[76.3 µM],5%,-1%
COc1ccc(-c2oc3ncn4nc(COc5cccc(C)c5C)nc4c3c2-c2ccc(OC)cc2)cc1,-26%[76.3 µM],11%,-3%
Cc1ccc(CS(=O)(=O)c2ncc(Cl)c(C(=O)Nc3nnc(C(C)C)s3)n2)cc1,-6%&-2%[76.3 µM],-6%,-1%
CCCCC(CC)CNC(=O)c1ccc2c(=O)n(Cc3ccc(OC)cc3)c(=O)[nH]c2c1 (stereo unspecified),-1%[76.3 µM],1%,-2%
Cc1cccc2c1-c1sc(C(=O)N3CCN(c4cccc(Cl)c4)CC3)cc1CO2,11%[76.3 µM],2%,4%
CCC(C)NC(=O)c1[nH]c2cc(OC)ccc2c1Sc1ccc(C)cc1 (stereo unspecified),5%[76.3 µM],-5%,-1%
CC(=O)Nc1nonc1-c1nnc(SCc2ccccc2)n1C,16%[76.3 µM],0%,-27%
O=C1c2[nH]nc(-c3ccc(F)cc3)c2C(c2ccccc2F)N1c1ccccc1 (stereo unspecified),-12%[76.3 µM],12%,-1%
CCOc1ccc(C(=O)c2cn(CC(=O)Nc3cc(OC)cc(OC)c3)c3ccc(F)cc3c2=O)cc1,1%[76.3 µM],7%,-3%
CCc1cccc(C)c1NC(=O)C(CC)Sc1nncn2c1cc1occc12 (stereo unspecified),16%[76.3 µM],8%,0%
Cc1ccc(C)c(NC(=O)Cn2c(=O)n(CCC(C)C)c(=O)c3cccnc32)c1,10%[76.3 µM],2%,8%
CC(=O)Nc1ccc(/C=C/c2noc(-c3ccccc3O)n2)cc1,-13%,4%,-11%
CC(C)CN(CCCNC(=O)Cn1ncc2c3ccccc3n(C)c2c1=O)CC(C)C,-1%[76.3 µM],-5%,-2%
COc1ccc(-c2nc(CSCC(=O)NCc3ccccc3Cl)c(C)o2)cc1OC,11%[76.3 µM],-1%,-20%
Cc1c(Cl)cccc1NC(=O)c1cc(-c2cccc(Cl)c2)on1,1%[76.3 µM],2%,-18%
COCCOC(=O)Cn1nnc2sc(-c3ccccc3)cc2c1=O,16%[76.3 µM],-2%,-1%
Cc1ccc(C)c(N2CCN(C(=O)CCS(=O)(=O)c3cc4c(cc3Cl)NC(=O)CO4)CC2)c1,15%[76.3 µM],0%,-15%
COc1ccccc1CNC(=O)c1cc2c(s1)-c1ccc(Cl)cc1SC2,13%[76.3 µM],4%,-3%

A different layout for four compounds above.
molecule: Cc1cccc2c1-c1sc(C(=O)N3CCN(c4cccc(Cl)c4)CC3)cc1CO2
  GAA glycogen mod: 11%[76.3 µM]	TRb-SRC2 inh: 2%	TexasRed fluor: 4%
molecule: CCC(C)NC(=O)c1[nH]c2cc(OC)ccc2c1Sc1ccc(C)cc1 (stereo unspecified)
  GAA glycogen mod: 5%[76.3 µM]	TRb-SRC2 inh: -5%	TexasRed fluor: -1%
molecule: CC(=O)Nc1nonc1-c1nnc(SCc2ccccc2)n1C
  GAA glycogen mod: 16%[76.3 µM]	TRb-SRC2 inh: 0%	TexasRed fluor: -27%
molecule: O=C1c2[nH]nc(-c3ccc(F)cc3)c2C(c2ccccc2F)N1c1ccccc1 (stereo unspecified)
  GAA glycogen mod: -12%[76.3 µM]	TRb-SRC2 inh: 12%	TexasRed fluor: -1%

Next section.
SMILES,GAA glycogen mod,TRb-SRC2 inh,TexasRed fluor
CCOC(=O)c1cccc(NC(=O)CSc2nc3cc4ccccc4cc3[nH]2)c1,15%[76.3 µM],-1%,-1%
CC(C)c1ccc(NC(=O)C2CCN(S(=O)(=O)c3cccc4nsnc34)CC2)cc1,14%[76.3 µM],-6%,0%
Cc1cc(C)cc(OC(C)C(=O)Nc2c(C(=O)c3ccccc3)oc3ccccc23)c1 (stereo unspecified),8%[76.3 µM],1%,-29%
CCCN(C(=O)c1cc2c(=O)oc3ccc(C)cc3c2s1)c1ccc(OCC)cc1,6%[76.3 µM],1%,-2%
CCc1ccc(S(=O)(=O)c2cnc3ccc(OC)cc3c2N2CCCC(C)C2)cc1 (stereo unspecified),-16%[76.3 µM],-1%,2%
CCn1cc(C(=O)N2CCN(c3cc(Cl)ccc3C)CC2)c(=O)c2cc(S(=O)(=O)N3CCCCC3)ccc21,2%[76.3 µM],-9%,-2%
N#Cc1ccccc1Cn1nnc2c(=O)[nH]c(C3CCCN(S(=O)(=O)c4ccc(F)cc4)C3)nc21 (stereo unspecified),10%[76.3 µM],-2%,-3%
COc1cccc(NC(=O)Cn2c(=O)n(-c3ccc(C)cc3)c(=O)c3ccc(C(=O)NCc4ccco4)cc32)c1,2%[76.3 µM],-10%,-1%
O=C1CN(C(=O)c2ccccc2C(F)(F)F)C(c2ccccc2)c2cc(F)ccc2N1 (stereo unspecified),-2%[76.3 µM],2%,-3%
COC(=O)c1ccccc1NC(=O)C1=C(C)C(=O)OC12CCC(C)CC2 (stereo unspecified),-8%[76.3 µM],-1%,-10%
Cc1ccc(CSc2oc(-c3ccco3)nc2S(=O)(=O)c2ccc(Br)cc2)cc1,-14%[76.3 µM],2%,-2%
Cc1cc(C)c2c(=O)cc(C(=O)NCCc3ccc(S(N)(=O)=O)cc3)oc2c1,4%[76.3 µM],9%,3%
Cc1cccc(NC(=O)CSc2cn(CC(=O)N3CCOCC3)c3ccccc23)c1C,-1%[76.3 µM],-2%,1%
Cc1cccc(C)c1Nc1c(-c2ccsc2)nc2ccc(Cl)cn12,?,-3%,-1%
CCN(CC)c1ccc(-c2nc(-c3ccncc3)no2)cc1[N+](=O)[O-],19%[76.3 µM],1%,0%
Cc1ccc(CN2C(=O)N(c3ccccc3)C(=O)C2CC(=O)Nc2ccccc2)cc1 (stereo unspecified),4%[76.3 µM],-2%,-2%
Cc1ccc(OCCn2c(-c3ccc(Cl)cc3)nc3ccccc3c2=O)c(C)c1,16%[76.3 µM],0%,-3%
COc1ccc(S(=O)(=O)c2cc(NS(=O)(=O)c3ccc(Cl)cc3)c(C)c(C)c2O)cc1,-20%[76.3 µM],-1%,-2%
CCCNC(=O)CSc1c2c(nc3ccc(Cl)cc13)CCCC2,16%[76.3 µM],0%,0%
COc1ccc(C2NC(=O)N(C)C3=C2C(=O)N(c2cccc(Cl)c2)C3)cc1 (stereo unspecified),-10%[76.3 µM],0%,-12%
CCOC(=O)N1CCc2c(sc3c2c(=O)n(Cc2ccccc2)c(=O)n3CC(=O)Nc2cccc(C)c2)C1,15%[76.3 µM],-8%,0%
CCCCOC(=O)c1ccc(NC(=O)CSc2nc3c(c(=O)[nH]2)CCCC3)cc1,9%[76.3 µM],12%,-1%
COc1cccc(-c2nnc(SCC(=O)N(C)C3CCCCC3)o2)c1,16%[76.3 µM],-3%,2%
Cc1ccc(Nc2nnc(-c3ccc(C)c(S(=O)(=O)N4CCOCC4)c3)c3ccccc23)cc1,6%[76.3 µM],-2%,-16%
Cc1ccc(F)c(NC(=O)Nc2ccc3snnc3c2)c1,-11%[76.3 µM],0%,-1%

Complete entries from above:
Cc1ccc(Nc2nnc(-c3ccc(C)c(S(=O)(=O)N4CCOCC4)c3)c3ccccc23)cc1 is listed with GAA glycogen mod = 6%[76.3 µM]; TRb-SRC2 inh = -2%; TexasRed fluor = -16%
Cc1ccc(CSc2oc(-c3ccco3)nc2S(=O)(=O)c2ccc(Br)cc2)cc1 is listed with GAA glycogen mod = -14%[76.3 µM]; TRb-SRC2 inh = 2%; TexasRed fluor = -2%

Assay outcomes deposited in PubChem BioAssay by National Center for Advancing Translational Sciences (NCATS).
